# TGFb SMAD3 inh: inhibitors of TGF-b signaling. AID 588855. 410,000 tested, 1.2% active. Potency, µM (doses to about 46.1 µM), for the others: top-dose activity, negative = inhibition, usual class: inhibitors. HepG2 CAGA-GFP TGF-b/SMAD3 reporter, GFP fluorescence, 18 h; TGF-beta stimulated, 500 pg/mL final; note: potency is the fitted concentration of half-maximal effect; % is set by controls: 0 for no effect and ±100 for the full control effect; nearly all actives have a fitted effect of over 65% in size
#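 TGF-beta reporter screen: HEPG2 CAGA-GFP, 1% FBS, 500 pg/mL TGF-beta final, 18 h; per-cell GFP summed per well; curves fitted and categorized by class.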
# Nrf2 activator: activators of Nrf2 (ARE) signaling. AREc32 ARE-luciferase reporter (MCF7-derived line), luminescence, 24 h. 410,000 tested, 0.31% active. Potency, µM (series often up to 46.1 µM), for inactives: top-dose activation, actives largely listed as activators; note: potency is the fitted concentration of half-maximal effect; % of control where 0% means no effect; nearly all actives have a fitted effect of over 65% in size
#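 Reporter line AREc32 (ARE-Fluc), seeded overnight in OPTI-MEM with 5% FBS; compound pin-transferred, 24 hr at 37 deg C, 5% CO2; luminescent read-out.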
# CCT chaperon mod: cytosolic chaperonin activity modulation. purified chaperonin ATPase assay, HTRF ADP detection, 30 min. activity change, % (concentration not given with the values), hits read low. 360,000 tested, 0.3% active. AID 651819; in the data active = activity change below about -30%; note: % is set by controls: 0 for no effect and ±100 for the full control effect
#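 Enzyme 40 or 20 nM (batch-dependent) in Tris pH 7.4/KCl/MgCl2/DTT; cpd 76 uM single point; ATP 10 uM; 30 min 37 °C; Transcreener ADP HTRF detection, 30 min RT; ratio 665/615.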
# MmCpn inh: M. maripaludis TRiC chaperonin inhibition; purified Mm-Cpn ATPase, ADP Transcreener TR-FRET; Potency, µM (titrated, usually from 76.9 µM), for the others: at the highest dose activity, negative = inhibition, hits mostly inhibitors; 330,000 tested, 0.031% active; AID 504842; note: potency is the fitted concentration of half-maximal effect; % is set by controls: 0 for no effect and ±100 for the full control effect; nearly all actives have a fitted effect of over 80% in size
#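 Eu-cryptate anti-ADP/ADP-d2 competition gives a ratio inversely related to ADP. Enzyme at 25 nM was pre-exposed to compound for 10 min, then given 10 uM ATP for 30 min, 37°C throughout.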
# A549 viability: kills or reduces viability of A549 cells in Nrf2 counter-screen. AID 504648. A549 ARE-Fluc cells, CellTiter-Fluor viability, 18-24 h. Potency, µM (top dose mostly 46 µM), for inactives: top-dose activity change, negative = cytotoxicity, usual class: inhibitors. 390,000 tested, 0.16% active; note: potency is the fitted concentration of half-maximal effect; % is set by controls: 0 for no effect and ±100 for the full control effect
#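 Cytotoxicity counterscreen: CellTiter-Fluor fluorescence was measured in A549 ARE_Fluc cells after 18-24 h of compound exposure in a concentration series. The subsequent BugLite luminescent read reports ARE-luciferase activity.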
# Abeta rescue: compounds reversing amyloid beta toxicity in yeast | yeast expressing A-beta42, growth rescue, OD600, 48 h; response scale: 0% DMSO, 100% iron-clioquinol control | AID 1347071 | Potency, µM (titrated, usually from 46.1 µM), without a hit: top-dose growth rescue, actives largely listed as activators | 410,000 tested, 0.063% active; note: potency is the fitted concentration of half-maximal effect; nearly all actives have a fitted effect of over 55% in size
#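 Yeast growth medium received pinned compounds, then yeast cells expressing toxic A-beta were added; plates incubated at 30 C for 48 hr. Growth read as absorbance at 600 nm, normalized to DMSO and equimolar FeCl3 plus clioquinol controls.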
# Nrf2 block: Nrf2 pathway inhibition | A549 ARE-Fluc reporter, luciferase luminescence, 18-24 h | Potency, µM (titrated, usually from 46 µM), without a hit: at the highest dose activity change, negative = inhibition, hits mostly inhibitors | 360,000 tested, 2.1% active; note: potency is the fitted concentration of half-maximal effect; % is set by controls: 0 for no effect and ±100 for the full control effect; nearly all actives have a fitted effect of over 60% in size
#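 A549 ARE_Fluc cells (5000/well, 5% FBS OPTI-MEM) pre-incubated 2 h, then treated with compounds 18-24 h at 37C/5% CO2 in concentration-response. CellTiter-Fluor viability read first; BugLite luciferase luminescence after 15 min at room temperature gives Nrf2 activity.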
# HepG2 tox: HepG2 cytotoxicity, counter-screen for TGF-b inhibitors. 410,000 tested, 0.76% active. AID 588856. HepG2 CAGA-GFP viability, ATP luminescence, 18 h. Potency, µM (titrated, usually from 46.1 µM), for the others: at the highest dose activity change, negative = cytotoxicity, actives largely listed as cytotoxic; note: potency is the fitted concentration of half-maximal effect; some results filed as inactive show a strong effect at the top dose
#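 CellTiter-Glo luminescence gave cytotoxicity after 18 hours at 37 degrees C. The cells were HepG2 CAGA-GFP in 1% FBS DMEM, stimulated with 500 pg/mL TGF-beta after compound addition. %Activity was normalised to no-cell wells (complete cell-killing) and DMSO (no toxicity), and curves were fitted and classified.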
# Akt phos inh: inhibitors of Akt phosphorylation | activity change, % for hits at 50 µM | Neuro2A IGF-stimulated pAkt S473 HTRF, 20 min; active compounds read low | 360,000 tested, 0.32% active; in the data active = activity change below about -80%; inconclusive = mostly about -51% to -80%; note: % is set by controls: 0 for no effect and ±100 for the full control effect
#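 Single-point screen (50 µM final compound) in Neuro2A cells stimulated 20 min with 6 nM IGF at 37 deg C. After lysis, Ser473-phosphorylated Akt read by HTRF (ex 330 nm, em 615/665 nm) as the 665/615 ratio.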
# The depositor's hits bear a star; i = inactive; ? = inconclusive; / = not tested or not shown; & = joins results of further samples; [ ] = another dose, or the depositor's remark. Unless noted, calls come from the whole dose curve; as a rule, active = well fitted curve in the direction sought with a large enough effect; inconclusive = small, poorly fitted or top-dose-only effect, or another doubt; inactive = no such curve, though single readings can be large; an effect the other way counts as inactive or inconclusive.
cpd	Structure	TGFb SMAD3 inh	Nrf2 activator	CCT chaperon mod	MmCpn inh	A549 viability	Abeta rescue	Nrf2 block	HepG2 tox	Akt phos inh
1	CC(=O)O[C@@]12CO[C@@H]1C[C@@H](O)[C@@]1(C)C(=O)[C@H](O)C3=C(C)[C@@H](OC(=O)[C@H](O)[C@@H](NC(=O)c4ccccc4)c4ccccc4)C[C@@](O)([C@@H](OC(=O)c4ccccc4)C12)C3(C)C (some centres not stated)	?	-1.1%	1.0	0.4%	-17.2%	-4.5%	-7.4%	-20.8%	i
2	COc1ccc(-n2nnnc2C(c2cccc3ccccc23)N2CCC3(CC2)C(=O)NCN3c2ccccc2)cc1 (configuration not stated)	?	0.4%	1.3	/	/	21.4%	/	-1.9%	i
3	COc1ccc(N2CCN(CCCN)CC2)cc1	4.3%	-0.1%	0.9	/	-2.6%	-5.0%	-6.3%	-3.5%	i
4	COC12c3ccccc3-c3ccccc3C1C(C(=O)O)C2C(=O)O (configuration not stated)	-3.4%	-0.1%	0.7	/	/	4.4%	/	6.1%	i
5	CC(C)c1ccc(-n2c(O)c(/C=N/NC(=O)c3ccncc3)c(=O)[nH]c2=O)cc1	-8.2%	-0.1%	-0.8	-0.5%	-9.4%	2.1%	1.8%	15.9%	i
6	O=C(O)CNC1c2ccccc2CSc2ccccc21 (configuration not stated)	10.4%	-0.8%	1.3	/	1.9%	-2.1%	5.3%	27.2%	i
7	Cc1cccc(C)c1-n1nnnc1C(c1cccc2ccccc12)N1CCC2(CC1)C(=O)NCN2c1ccccc1 (configuration not stated)	-46.2%	0.5%	-0.9	/	/	1.5%	/	-22.0%	i
8	COC(=O)C1=C(c2ccc(Cl)c(C(F)(F)F)c2)C[C@@H]2CC[C@H]1N2C(=O)NCCOc1ccccc1	?	-2.2%	-1.0	0.9%	?	1.4%	?	-23.4%	i
9	C1CC2OC2CC1C1CO1 (configuration not stated)	2.3%	-0.1%	-1.0	1.8%	-0.7%	-25.8%	-2.5%	-49.5%	i
10	CC(C)COC(=O)n1c(=O)oc2ccc(S(=O)(=O)N3CCCCC3)cc21	?	-0.5%	0.0	-0.6%	3.7%	13.6%	3.9%	-9.5%	i
11	C[C@@H]1C(=O)O[C@H]2[C@H](O)[C@]34[C@@H]5OC(=O)[C@]3(OC3OC(=O)[C@H](O)C34[C@H](C(C)(C)C)[C@@H]5O)[C@@]12O (some centres not stated)	5.0%	0.2%	1.1	/	0.4%	-11.9%	22.3%	10.8%	i
12	COc1ccc(C(=O)CC2C(=O)N(C)C(=O)N(C)C2=O)cc1	-8.2%	-0.4%	2.0	0.3%	-4.8%	-2.1%[9.22 µM]	/	-12.5%	i
13	Cc1nn(Cc2ccccc2Cl)c(C)c1C(=O)OCC(=O)NC1CCCC(C)C1C (configuration not stated)	0.0%	0.0%	-2.1	1.4%	0.4%	3.8%	?	-7.4%	i
14	CCOP(=O)(OCC)c1nc(-c2cccc3ccccc23)oc1NCc1ccccc1	?	-0.4%	-2.5	1.1%	?	7.6%	?	-29.6%	i
15	Oc1ccc(C[C@H]2NCCc3cc(O)c(O)cc32)cc1O	-4.4%	23.9%	0.1	-1.8%	-18.7%	-15.1%	-1.7%	1.5%	i
16	Cc1ccsc1C(=O)C1CCCN(Cc2cn(C)nc2C)C1 (configuration not stated)	-4.0%	0.5%	-1.8	0.3%	-4.1%	-1.9%	-2.5%	14.0%	i
17	O=C(COc1ccccc1)N1CCN(CC2CC3C=CC2C3)CC1 (configuration not stated)	-6.1%	0.2%	-2.2	-2.9%	5.6%	7.7%	9.5%	5.5%	i
18	COc1ccc(-c2nn(Cc3ccccc3)cc2C(=O)NC2CC2)cc1OC	0.2%	-0.1%	-0.6	1.7%	-5.2%	-5.3%	-4.5%	7.0%	i
19	OC1(c2ccccc2)CCNC2CCCCC21 (configuration not stated)	4.0%	-0.5%	-0.9	-1.8%	-0.2%	2.0%	-10.4%	-16.0%	i
20	Cc1ccc(CC2C(=O)N(C)C(=O)N(C)C2=O)s1	21.3%	0.2%	-2.4	0.8%	-6.1%	-4.0%	6.2%	0.8%	i
21	CCOP(=O)(OCC)c1ccc(OP(=O)(c2cccc([N+](=O)[O-])c2)c2cccc([N+](=O)[O-])c2)cc1	9.8%	-1.3%	-2.0	-1.9%	-0.1%	9.3%	-0.3%	-1.3%	i
22	O=C1C=C(NS(=O)(=O)c2ccccc2)C(=O)c2ccccc21	?	10.1%	-1.8	/	-12.4%	24.6%	23.1µM*	-29.0%	i
23	COC(=O)C1=C(c2cccc(OC)c2OC)C[C@@H]2CC[C@H]1N2C(=O)NCCO	2.1%	1.2%	1.7	/	1.7%	1.8%	?	7.9%	i
24	Cc1nc2ccccc2c(=O)n1-c1cc(F)ccc1F	-0.3%	0.1%	-2.4	1.7%	-0.8%	23.0%	1.1%	2.5%	i
25	C=CCN1C(=O)NC(=O)/C(=C\c2ccc(-c3ccccc3[N+](=O)[O-])o2)C1=O	?	7.1%	1.7	-1.2%	2.8%	-24.4%	2.2%	-10.0%	i

# Reprinted from the part before: 2 compounds; new compounds follow.
cpd	Structure	TGFb SMAD3 inh	Nrf2 activator	CCT chaperon mod	MmCpn inh	A549 viability	Abeta rescue	Nrf2 block	HepG2 tox	Akt phos inh
24	Cc1nc2ccccc2c(=O)n1-c1cc(F)ccc1F	-0.3%	0.1%	-2.4	1.7%	-0.8%	23.0%	1.1%	2.5%	i
25	C=CCN1C(=O)NC(=O)/C(=C\c2ccc(-c3ccccc3[N+](=O)[O-])o2)C1=O	?	7.1%	1.7	-1.2%	2.8%	-24.4%	2.2%	-10.0%	i
26	COC(=O)C1=C(c2cc3ccccc3o2)C[C@@H]2CC[C@H]1N2C(=O)NC1CCCCC1	?	0.8%	0.9	/	-2.8%	-10.6%	?	-4.1%	i
27	CCN(CC)C(=O)c1ccc(N(Cc2ccccc2)S(C)(=O)=O)cc1	-14.7%	-1.1%	-3.5	-4.8%	0.2%	-1.4%	-10.4%	-0.2%	i
28	CCCCCc1nc2ccccc2c(=O)n1-c1ccc(C)cc1	-8.5%	4.5%	/	/	-0.1%	-5.2%	9.5%	-25.4%	/
29	NC(N)=N/N=C/c1c(Cl)cccc1Cl	-3.2%&19.5%	0.5%&2.5%	-2.1&0.7	3.0%&1.5%	-0.2%&-2.8%	5.7%&-3.6%	-10.8%&-26.1%	-33.7%&-26.7%	i
30	CCN1CCc2ccccc2C1	18.2%	-0.8%	-4.7	-1.4%	6.7%	-1.7%	7.9%	-7.8%	i
31	COc1cc2c(cc1O)[C@@H]1Cc3ccc(OC)c(O)c3CN1CC2	-14.7%	3.1%	-1.1	-8.4%	1.7%	-4.4%	?	-18.2%	i
32	O=C(Cn1c(=O)n(CC2CS2)c2ccccc21)N1CCCCCC1 (configuration not stated)	-9.2%	0.2%	1.3	-0.4%	-7.9%	4.7%	0.9%	6.1%	i
33	O=C(N/N=C/c1c(O)n(CCC2=CCCCC2)c(=S)[nH]c1=O)c1ccccc1	?	3.2%	0.0	-3.6%	-12.9%	-27.8%	-9.3%	4.6%	i
34	CN1C(=O)CN=C(c2ccc(Cl)cc2)c2cc(Cl)ccc21	12.1%	0.6%	0.8	-3.4%[15.4 µM]	1.0%	29.5%	-11.1%	8.4%	i
35	CC1(C)NCCN2C(=O)CSC21 (configuration not stated)	6.0%	-0.7%	0.2	0.0%	-0.2%	1.0%	-6.5%	-8.6%	i
36	CN1C(=O)C(=Cc2ccc(OCCN(C)c3ccccn3)cc2)C(=O)N(C)C1=O	10.0%	3.1%	0.5	-5.8%	0.5%	-13.9%	4.5%	8.3%	i
37	O=c1c2ccccc2nc(/C=C/c2ccc(O)c(O)c2)n1-c1ccccc1	-10.9%	8.5%	-1.7	1.0%	-3.4%	-22.6%	-39.4%	-37.2%	i
38	CCOC(=O)C1=CC(=C2C(=O)N(CC)C(=S)N(CC)C2=O)c2ccccc2O1	1.2%	3.4%	1.3	-2.2%	-1.6%	1.4%	13.2%	0.9%	i
39	C[Se]C[C@@H](N)C(=O)O	24.3%	0.9%	-0.6	-0.7%	5.2%	-32.9%[inhibitor]	?	14.0%	i
40	Cc1cc(/C=C2\C(=O)NC(=O)N(c3ccc(Cl)cc3)C2=O)c(C)n1-c1sc2c(c1C#N)CCCC2	3.55µM*	8.7%	-2.4	-7.7%	0.8%	7.8%	2.3%	-46.7%	i
41	Cc1cc(OCC(=O)NCC(O)c2ccccc2)c2c3c(c(=O)oc2c1)CCC3 (configuration not stated)	14.6%	0.0%	1.7	-6.6%	-0.6%	-4.1%	-0.1%	5.3%	i
42	CNS(=O)(=O)c1ccc(N=Cc2c(O)n(-c3ccccc3)c(=O)[nH]c2=O)cc1	0.6%	0.1%	1.0	-0.7%	6.6%	-8.2%	-5.5%	-8.6%	i
43	COc1ccc(CN2CCCC(C(=O)c3cccc(Cl)c3)C2)cc1 (configuration not stated)	-13.9%	9.9%	0.9	0.3%	1.8%	-8.3%	?	-32.3%	i
44	C[C@]12CCCCC1=CC(=O)C1C2CC[C@@]2(C)C1C[C@@H](F)[C@@H]2O (some centres not stated)	-2.9%	0.0%	0.8	/	-5.0%	-12.8%	-20.0%	-12.1%	i
45	CN1CCN(Cc2cc3c(cc2[N+](=O)[O-])OCO3)CC1	0.1%	-0.2%	-1.4	-0.4%	2.9%	-4.6%	4.0%	0.9%	i

# Screens: PubChem, National Center for Advancing Translational Sciences (NCATS)

# A portion of the library, so the mix of outcomes need not match the whole.
